Assay outcomes: PubChem BioAssay, National Center for Advancing Translational Sciences (NCATS)
AmpC detergent: qHTS Inhibitors of AmpC Beta-Lactamase (assay with detergent) | Potency, µM (top dose mostly 114 µM), for the others: at the highest dose activity change, negative = inhibition, hits mostly inhibitors | 370,000 tested, 0.041% active | AmpC hydrolysis of nitrocefin, absorbance 480 nm, 0.01% Triton;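 further: potency means the concentration at half of the fitted maximal effect; 0% = no-compound wells and -100% = no-enzyme wells; nearly all actives have a fitted effect of over 25% in size; some results filed as inactive show a strong effect at the top dose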
Target sequence (P00811 whole entry, looked up): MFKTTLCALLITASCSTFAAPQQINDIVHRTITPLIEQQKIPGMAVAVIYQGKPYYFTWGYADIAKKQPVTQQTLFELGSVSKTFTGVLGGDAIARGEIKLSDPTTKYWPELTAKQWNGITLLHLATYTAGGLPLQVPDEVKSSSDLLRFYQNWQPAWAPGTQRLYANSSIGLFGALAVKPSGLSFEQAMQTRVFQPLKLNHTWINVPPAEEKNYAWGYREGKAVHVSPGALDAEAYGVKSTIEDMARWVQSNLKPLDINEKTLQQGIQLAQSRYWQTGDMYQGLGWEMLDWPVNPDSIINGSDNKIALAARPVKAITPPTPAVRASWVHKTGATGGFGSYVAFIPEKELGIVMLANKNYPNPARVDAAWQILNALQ
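20 mM phosphate pH 7.0 + 0.01% (detergent screen) or 0.0001% Triton X-100; 5.3 nM AmpC reagent; cpd preinc 15 min RT; nitrocefin (800 uM stock) to start; A480 q20 s × 4 min; Activity was normalised to no-enzyme and no-compound control wells.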
Sm TGR inh: qHTS Assay for the Inhibitors of Schistosoma Mansoni Peroxiredoxins. Schistosoma mansoni thioredoxin glutathione reductase (TGR), Q962Y6. purified TGR, DTNB reduction, TNB absorbance 405 nm. Potency, µM (doses to about 114 µM), for the others: at the highest dose activity change, negative = inhibition, usual class: inhibitors. 360,000 tested, 3% active. AID 485364, 2010; further: potency means the concentration at half of the fitted maximal effect; nearly all actives have a fitted effect of over 60% in size
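TGR 20 nM + NADPH 100 uM (dispensed conc.), cpd preinc 15 min RT; start with NADPH (500 uM addition) then DTNB (15 mM addition). Kinetic TNB absorbance, 405 nm filter. Four-parameter Hill fit across titration.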
Giardia FBPA inh: qHTS Assay for Inhibitors of Fructose-1,6-bisphosphate Aldolase from Giardia Lamblia. purified Giardia FBPA. 290,000 tested, 0.71% active. Potency, µM (series often up to 59.6 µM), for inactives: at the highest dose activity, negative = inhibition, usual class: inhibitors. A8B2U2; further: potency means the concentration at half of the fitted maximal effect; nearly all actives have a fitted effect of over 55% in size
Target sequence (A8B2U2 whole entry, looked up): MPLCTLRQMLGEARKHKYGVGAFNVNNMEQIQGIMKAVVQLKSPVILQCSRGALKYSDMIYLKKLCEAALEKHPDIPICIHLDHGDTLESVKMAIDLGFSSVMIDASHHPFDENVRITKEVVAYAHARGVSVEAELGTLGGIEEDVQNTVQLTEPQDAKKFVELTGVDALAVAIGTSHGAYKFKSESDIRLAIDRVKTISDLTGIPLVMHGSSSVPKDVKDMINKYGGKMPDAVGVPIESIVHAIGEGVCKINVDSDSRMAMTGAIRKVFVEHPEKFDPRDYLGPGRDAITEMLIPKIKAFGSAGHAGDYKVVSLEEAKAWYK
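Giardia FBPA (40 nM reagent) was preincubated 10 min at RT with compound (up to 57.5 uM final), then substrate plus GAPDH/TPI/NAD/arsenate coupling system with diaphorase/resazurin was added; resorufin fluorescence (525/598 nm) was read after 20 min.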
HCMV antiviral: qHTS Assay for inhibitors of the human cytomegalovirus (HCMV). HFF cells, HCMV-luciferase reporter, 72 h; active compounds read low. activity change, negative = inhibition, % at 57.5 µM. 410,000 tested, 4.5% active; in the data active means activity change below about -60%; inconclusive means no clear call, values can overlap the other calls; inactive means above about -39%
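HFF cells seeded 16 h at 37C, treated with compounds, infected with luciferase-reporter HCMV at MOI 1 PFU/cell; luciferase read at 72 h post infection, normalized to buffer-only and Salinomycin controls.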
AmpC no deterg: qHTS Inhibitors of AmpC Beta-Lactamase (assay without detergent). Potency, µM (doses to about 57.1 µM), without a hit: at the highest dose activity change, negative = inhibition, hits mostly inhibitors. 330,000 tested, 0.52% active. AID 485341, 2010. AmpC nitrocefin hydrolysis, absorbance 480 nm, 0.0001% Triton. P00811;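 further: potency means the concentration at half of the fitted maximal effect; plate controls were no compound for no effect and no enzyme for full effect; nearly all actives have a fitted effect of over 20% in size; some results filed as inactive show a strong effect at the top dose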
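20 mM phosphate pH 7.0 + 0.01% (detergent screen) or 0.0001% Triton X-100; 5.3 nM AmpC reagent; cpd preinc 15 min RT; nitrocefin (800 uM stock) to start; A480 q20 s × 4 min; Activity was normalised to no-enzyme and no-compound control wells.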
HCV inhibitor: qHTS Assay for Inhibitors of Hepatitis C Virus (HCV) | Huh7.5.1 HCVcc-Cre infection, luciferase reporter, 44 h | Potency, µM (doses to about 41.8 µM), without a hit: at the top dose activity change, negative = inhibition, hits mostly inhibitors | 340,000 tested, 3.4% active; further: potency means the concentration at half of the fitted maximal effect
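Seed cells (1,000/well) for 4 h; treat with compound and infect with HCVcc-Cre, moi about 0.5. Incubate 44 h, then detect luciferase activity.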
* marks the source's active call; other numbers are inactive results; u = inconclusive; x = not tested or not shown; & = joins results of further samples; [ ] = remark or other dose. Unless noted, the call rests on the fitted dose curve; in most records, active means well fitted curve in the direction sought with a large enough effect; inconclusive means small, poorly fitted or top-dose-only effect, or another doubt; inactive means no such curve, though single readings can be large; an effect the other way counts as inactive or inconclusive. Unless noted, on the % scale 0 is the no-effect control and ±100 the full control effect.

Values run as follows: AmpC detergent	Sm TGR inh	Giardia FBPA inh	HCMV antiviral	AmpC no deterg	HCV inhibitor
> COc1ccc(-n2nc(C(=O)NCC(=O)N3CCOCC3)c3ccccc3c2=O)c(OC)c1
→ 0%	-4%	5%	23	8%	15%
> CCN1C(=O)[C@@H]2[C@H](C1=O)[C@@H]1C(=O)Nc3ccccc3C(=O)N1[C@@H]2c1ccc(OC)cc1
→ u	-20%	x	-6	-17%	17%
> Cc1nn(-c2ccccc2)c(NC(=O)c2cccs2)c(-c2ccccc2)c1=O
→ u	2%	4%	-29	-12%	-1%
> Cc1cccc(C)c1NC(=O)CN(C)C(=O)c1cccc(S(=O)(=O)N2CCN(c3ccc(F)cc3)CC2)c1
→ -5%	7%	x	-87*	177%[activator]	u
> O=C(Nc1ccccc1C(=O)O)c1ncn[nH]1
→ u	5%	u	-11	50%	40%[activator]
> C/C(=N\Nc1nc2ccccc2[nH]1)c1cccs1
→ 0%	3%	-8%	43	-24%	-1%
> CCCNC(=O)c1ccccc1NC(=O)COc1cccc2c1OC(C)(C)C2
→ -6%	3%	x	-20	0%	u
> CCOC(=O)Cc1csc(NC(=O)c2ccc(Br)o2)n1
→ 5%	3%	5%	19	-4%	12%
> Cc1cc(=O)[nH]c(N/N=C/c2c(C)nn(-c3ccc(F)cc3)c2Cl)n1
→ -2%	-1%	1%	u	-20%	-29%
> CCOC(=O)c1nn(-c2cccc(C)c2)c2nnc(Cc3ccc(C)cc3)c(=O)n12
→ -5%	5%	1%	14	5%	17%
> Cc1ccc(C(=O)NCCSc2ccc(Cl)cc2)cc1S(=O)(=O)Nc1ccccc1
→ u	2%	-4%	u	-48%	u
> CCOC(=O)C(C)Sc1ncc(OC)c(=O)[nH]1 (stereo unspecified)
→ -2%	5%	3%	24	0.16µM*	7%
> Cc1c(C(=O)CN2CCN(c3ccccc3)CC2)c2ccccc2n1C
→ 1%	4%	-3%	-5	74%[activator]	-7%
> CCOC(=O)c1c(S(=O)(=O)N2CCCC(C(=O)Nc3ccc(OCC)cc3)C2)c(C)n(C)c1C (stereo unspecified)
→ -7%	-2%	x	14	x	x
> CC(OC(=O)C1=Cc2ccccc2OC1)C(=O)NCc1ccco1 (stereo unspecified)
→ -9%	-17%	3%	6	-11%	u
> CC1CCCCC1NC1=NCCCS1 (stereo unspecified)
→ 4%	8%	0%	x	-19%	x
> Cc1ccc(C)c(CN2C(=O)c3ccccc3S(=O)c3ccc(C(=O)N4CCN(c5ccccc5F)CC4)cc32)c1 (stereo unspecified)
→ 0%	2%	x	-31	x	x
> CCNc1nc(SC(C)C(=O)Nc2ccccc2)nc(N(C)C)n1 (stereo unspecified)
→ -1%	-1%	1%	129	-16%	-25%
> O=c1c2ccccc2nc(/C=C/c2ccco2)n1-c1ccccc1O
→ 3%	0%	-29%	-24	-43%	u
> Cc1cccc(-n2ncc3c2CCCC3NC(=O)CCc2cccnc2)c1C (stereo unspecified)
→ -7%	1%	-4%	-63*	5%	u

Not a retest: 4 of the compounds above.
Values run as follows: AmpC detergent	Sm TGR inh	Giardia FBPA inh	HCMV antiviral	AmpC no deterg	HCV inhibitor
> Cc1ccc(C(=O)NCCSc2ccc(Cl)cc2)cc1S(=O)(=O)Nc1ccccc1
→ u	2%	-4%	u	-48%	u
> CCOC(=O)C(C)Sc1ncc(OC)c(=O)[nH]1 (stereo unspecified)
→ -2%	5%	3%	24	0.16µM*	7%
> Cc1c(C(=O)CN2CCN(c3ccccc3)CC2)c2ccccc2n1C
→ 1%	4%	-3%	-5	74%[activator]	-7%
> CCOC(=O)c1c(S(=O)(=O)N2CCCC(C(=O)Nc3ccc(OCC)cc3)C2)c(C)n(C)c1C (stereo unspecified)
→ -7%	-2%	x	14	x	x

Continued.
Values run as follows: AmpC detergent	Sm TGR inh	Giardia FBPA inh	HCMV antiviral	AmpC no deterg	HCV inhibitor
> CC(C)=CC(=O)OCC(=O)Nc1cccc([N+](=O)[O-])c1
→ -7%	-6%	-1%	-24	-17%	0%
> CCCCCN(C(=O)CCC(=O)OCC(=O)c1c(C)cc(C)cc1C)c1c(N)n(CCCC)c(=O)[nH]c1=O
→ u	2%	x	-14	66%[activator]	u
> COc1cc(/C=C/C(=O)NC2CCCCC2)cc(OC)c1OC
→ -1%	-16%	7%	10	-19%	u
> CCCCOc1ccc(S(=O)(=O)NC(=O)NCc2ccc(OCCC)cc2)cc1
→ 6%	0%	13%	23	-25%	8%
> CCCCCOc1ccc(C(=O)Nc2ccc(N3CCOCC3)cc2N2CCOCC2)cc1
→ u	-5%	x	25	-13%	-12%
> COc1ccc(S(=O)(=O)Nc2cc(S(=O)(=O)c3ccccc3)c(O)cc2C)cc1
→ -10%	u	-1%	-12	-34%	-12%
> COc1ccc(CNC(=O)COC(=O)Cc2ccc(Cl)cc2Cl)cc1
→ -15%	-13%	0%	28	4%	u
> O=C(COC(=O)c1ccc(F)cc1)Nc1nc2ccc([N+](=O)[O-])cc2s1
→ 0%	x	7%	32	-30%	-29%
> CCCC(c1nnnn1CS(=O)(=O)c1ccc(C)cc1)N1CCN(c2ccccc2)CC1 (stereo unspecified)
→ -13%	1%	-9%	37	-7%	u
> C=CCON1C(=O)C(=O)N(OCC=C)[C@H]2CCCC[C@H]21
→ -4%	0%	0%	26	-9%	20%
> CCN(C(=O)COc1ccccc1[N+](=O)[O-])C1CCS(=O)(=O)C1 (stereo unspecified)
→ 2%	0%	3%	-10	-1%	5%
> COc1ccccc1CNC(=O)C1CCN(S(=O)(=O)c2c(C)noc2/C=C/c2c(C)cc(C)cc2C)CC1
→ 20%	2%	x	-24	x	x
> COc1ccc(CCN2CC(C(=O)N3CCC(OC)CC3)CCC2=O)cc1 (stereo unspecified)
→ u	-4%	-3%	30	-10%	x
> c1ccc(-c2n[nH]c3c2CCC3)cc1
→ u	9%	5%	-16	-11%	13µM*
> COc1ccc(CNC(=S)Nc2cc(OC)ccc2OC)cc1
→ -3%	u	0%	u	-22%	u
> COc1cc(-n2c(=S)[nH]c3ccccc3c2=O)c(Cl)cc1Cl
→ -1%	11%	-6%	11	-38%	u
> CN(c1ccc(C(=O)NCc2ccc3c(c2)OCO3)cc1)S(=O)(=O)c1ccccc1
→ -6%	-12%	-8%	6	-54%	0%
> Cc1cccc(NCc2ccc([N+](=O)[O-])s2)c1
→ -3%	-23%	u	-6	-46%	-13%
> Nc1c(Cl)c(Cl)nc(C(=O)OCC(=O)NCc2ccccc2)c1Cl
→ u	1%	x	-11	-27%	2%
> O=C(NNC(=O)c1cc([N+](=O)[O-])ccc1Cl)c1cccnc1
→ 0%	4%	x	-6	-2%	-1%
> CCC(C)(C)NC(=O)CN(C(=O)CNS(=O)(=O)c1ccc(F)cc1)c1ccc2c(c1)OCCO2
→ u	-18%	8%	-22	23%	-2%
> O=C(Nc1ccon1)c1ccccc1F
→ -7%	-2%	1%	19	-4%	9%
> CCOC(=O)N1CCC(NC(=O)c2cnn3c(C(F)(F)F)cc(-c4cccc(OC)c4)nc23)CC1
→ -4%	3%	6%	-7	-6%	-13%
> CCc1nc2nc(C)c(NS(=O)(=O)c3ccc(F)c(C)c3)c(=O)n2[nH]1
→ -3%	3%	x	0	x	x
> COc1ccc(CCNC(=O)C(=O)NCc2ccc(Cl)cc2)cc1OC
→ 2%	6%	-14%	34	39%	-4%
> CC(=O)Nc1cc(-c2nc3ccccc3s2)ccc1C
→ u	3%	x	93	x	x
> Cc1cccc(N2CCN(C(=O)c3ccc(Nc4nc5ccccc5n5nnnc45)cc3)CC2)c1C
→ 7%	1%	x	9	x	x
> CCn1c(SCC(=O)NNC(=O)c2ccc(OC)cc2)nnc1C(C)C
→ 0%	-2%	-18%	-9	-2%	8%
> COc1ccccc1OCC(=O)Nc1ccc(S(=O)(=O)N(C)c2ccccc2)cc1
→ -1%	5%	-4%	-2	1%	11µM*
> COc1cccc(NC(=O)C(C)SCc2ccccc2)c1 (stereo unspecified)
→ 2%	x	-2%	-22	-30%	-13%
> COc1ccc(C(CNC(=O)c2c(C)nn(Cc3ccc(C)cc3)c2Cl)N2CCOCC2)cc1 (stereo unspecified)
→ 7%	4%	x	-32	254%[activator]	u
> CC1CCCC(C)N1C(=O)COc1cccc(Oc2ccccc2)c1 (stereo unspecified)
→ x	x	x	2	38%	2%
> COc1ccc(NC(=O)CSc2nccn2Cc2ccco2)cc1OC
→ 4%&-7%	-6%&-5%	x	59&24	13%	-28%
> COc1ccc(OC)c(-c2cc(C(=O)N3CCN(c4ncccn4)CC3)c3ccccc3n2)c1
→ 1%	-13%	0%	98	62%[activator]	u
> CC(C)Oc1ccc(CN=C(N)N=C(N)N)cc1Cl
→ -14%	-14%	-5%	-75*	-38%	u
> Cc1oc(-c2ccc(Cl)cc2)nc1CSCC(=O)NCc1ccccc1Cl
→ -2%	10%	x	0	x	x
> CCOc1ccc(-c2nc(N)ncc2-c2ccc(Cl)cc2)c(O)c1
→ -2%	-4%	3%	u	-34%	u
> COC(=O)c1ccc(OCC(=O)NC2CCCCCC2)cc1
→ 2%	-17%	x	-5	-6%	-10%
> CCOC(=O)C1=C(C)C(c2ccccc2OC)NC(=O)N1 (stereo unspecified)
→ -4%	4%	-10%	-10	x	17%
> O=c1c2ccccc2c(-c2ccccc2)nn1-c1ccc(Cl)c(Cl)c1
→ -6%	18%	-2%	-6	-34%	5%
> COc1ccc(-c2nc3c(c(SCC(=O)N4CCCCC4)n2)Cc2c(CO)cnc(C)c2O3)cc1
→ 19%	-28%	x	-16	x	x
> COc1cc(CNc2ncn[nH]2)ccc1OCc1ccccc1C
→ 3%	2%	0%	-20	0%	-14%
> C[C@H](CO)N1C[C@H](C)[C@@H](CN(C)C(=O)Nc2ccc(C(F)(F)F)cc2)Oc2ccc(NC(=O)Nc3ccc(C(F)(F)F)cc3)cc2C1=O
→ x	x	x	-39	48%	u
> O=C(O)CSc1nc(-c2ccccc2)nc2c1oc1ccccc12
→ -16%	6%	13%	35	-11%	16%
> COc1cc(OC)c(NC(=O)c2ccco2)cc1Cl
→ -4%	-19%	-22%	108	-7%	u
> COc1ccc(NC(=O)c2cc(-c3ccncc3)nc3ccccc23)c(OC)c1
→ x	x	x	-6	118%[activator]	u
> CCCCn1c(N)c(N(CC(C)C)C(=O)c2cc(-c3ccc(OC)c(OC)c3)nc3ccccc23)c(=O)[nH]c1=O
→ 0%	7%	x	-16	129%[activator]	13%
> CCCCN(CC)C(=O)CCNS(=O)(=O)c1ccc2c(c1)c(=O)n(C)c(=O)n2C
→ 6%	4%	x	-8	x	x
> O=C1Nc2ccccc2/C1=N/c1sc2c(c1C(=O)NCCc1ccccc1)CCCC2
→ -10%	u	-21%	4	-48%	u
> CN(CC(=O)Nc1cccc(F)c1)C(=O)CNC(=O)Cc1cccc2ccccc12
→ 0%	-3%	x	-10	31%	5%
> O=c1[nH]c2ccccc2c2oc(CCl)nc12
→ -1%	6.3µM*	u	0	-4%	-13%
